# EPAC2 agonist = qHTS for Agonist of cAMP-regulated guanine nucleotide exchange factor 4 (EPAC2): primary screen; Rap guanine nucleotide exchange factor 4 (Homo sapiens), Q8WZA2; EPAC2 activation, biochemical qHTS; response scale: 100% = 6.5 mM cAMP response; Potency, µM (series often up to 154 µM), for the others: at the highest dose activation, most hits filed as activators; hit rate 0.079% among 360,000; also: potency is read from the fitted curve at half-maximal effect; nearly all actives have a fitted effect of over 50% in size
# Target sequence (Q8WZA2 whole entry, looked up): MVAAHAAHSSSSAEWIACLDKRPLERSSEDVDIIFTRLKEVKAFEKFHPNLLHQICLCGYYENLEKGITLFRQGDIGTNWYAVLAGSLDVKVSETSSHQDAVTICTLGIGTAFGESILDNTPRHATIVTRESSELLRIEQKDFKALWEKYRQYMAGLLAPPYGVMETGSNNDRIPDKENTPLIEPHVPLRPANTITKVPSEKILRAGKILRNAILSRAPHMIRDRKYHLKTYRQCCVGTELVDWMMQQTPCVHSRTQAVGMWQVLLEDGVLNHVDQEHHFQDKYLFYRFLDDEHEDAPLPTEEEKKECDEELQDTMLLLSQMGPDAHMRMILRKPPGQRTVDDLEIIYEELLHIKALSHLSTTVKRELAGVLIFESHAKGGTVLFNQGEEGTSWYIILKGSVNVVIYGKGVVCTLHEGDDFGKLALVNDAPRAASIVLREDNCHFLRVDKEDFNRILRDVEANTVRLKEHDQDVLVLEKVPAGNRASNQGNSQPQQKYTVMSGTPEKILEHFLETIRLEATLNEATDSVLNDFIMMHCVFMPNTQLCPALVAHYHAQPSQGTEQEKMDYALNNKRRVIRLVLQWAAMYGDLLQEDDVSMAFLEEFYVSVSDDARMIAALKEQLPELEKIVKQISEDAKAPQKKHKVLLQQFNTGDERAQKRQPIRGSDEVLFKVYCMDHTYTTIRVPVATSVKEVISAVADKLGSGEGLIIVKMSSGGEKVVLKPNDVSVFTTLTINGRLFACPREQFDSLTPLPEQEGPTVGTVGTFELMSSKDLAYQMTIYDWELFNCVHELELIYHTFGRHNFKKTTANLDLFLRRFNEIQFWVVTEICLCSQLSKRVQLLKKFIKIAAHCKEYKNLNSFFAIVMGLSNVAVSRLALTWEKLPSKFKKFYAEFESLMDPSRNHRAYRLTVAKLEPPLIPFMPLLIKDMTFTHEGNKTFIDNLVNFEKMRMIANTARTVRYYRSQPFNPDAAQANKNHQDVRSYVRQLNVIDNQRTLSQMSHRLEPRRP
#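 Compounds were added across a concentration range to EPAC2 (100 nM), RAP1B-BODIPY-GDP (250 nM) and GDP (50 uM). After 5 min at room temperature, fluorescence was recorded at 5-min intervals for 30 min.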
# CCT chaperon mod = High-Throughput Screening for Modulators of Cytosolic Chaperonin Activity; purified chaperonin ATPase assay, HTRF ADP detection, 30 min; activity change, % (test concentration not listed), hits read low; hit rate 0.3% among 360,000; in the data active = activity change below about -30%; also: % is scaled to controls: 0 for no effect and ±100 for the full control effect
#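 TRiC (40 or 20 nM final, by batch activity) in 30 mM Tris pH 7.4, 100 mM KCl, 5 mM MgCl2, 1 mM DTT was treated with compound at 76 uM single dose, then 10 uM ATP, 30 min at 37 °C. ADP was read by HTRF Transcreener.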
# D3 antag = qHTS of D3 Dopamine Receptor Antagonist: qHTS; D(3) dopamine receptor (Homo sapiens), P35462; D3R cells, DiscoveRx beta-arrestin luminescence, antagonist mode; stronger effect = lower value; max response, negative = inhibition, %; hit rate 2.5% among 360,000; AID 652054, 2013; in the data active = max response below about -50%; inconclusive = no clear call, values can overlap the other calls; also: % is scaled to controls: 0 for no effect and ±100 for the full control effect; mostly tested at two doses, the higher about 12 µM
#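 Cells expressing the human receptor were seeded at 1500 cells/well, incubated overnight at 37 degrees C in 5% CO2, then exposed to library compounds with dopamine controls for 90 minutes at 37 degrees C before luminescent detection.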
# PTHR1 ag = qHTS for PTHR1 Agonists: Primary Screen. Parathyroid hormone/parathyroid hormone-related peptide receptor (Homo sapiens), Q03431. HEK293 GP2 PTHR1 cells, GloSensor cAMP luminescence, 1 h. Potency, µM (doses to about 115 µM), for the others: top-dose activation, actives largely listed as activators. hit rate 0.075% among 410,000; also: potency is read from the fitted curve at half-maximal effect; nearly all actives have a fitted effect of over 55% in size; some results filed as inactive show a strong effect at the top dose; inactives centre near -15; many of its hits are not listed in these tables
#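 HEK-293-derived GP2 cells expressing PTHR1 and a GloSensor cAMP reporter, 3,000/well, plated overnight, given luciferin plus IBMX (each 0.5 mM as added) for 1 h at 37 °C, then compound for 1 h at 37 °C. Luminescence was read after 15 min at room temperature.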
# EPAC2 antagonist = qHTS for Antagonist of cAMP-regulated guanine nucleotide exchange factor 2 (EPAC2): primary screen | EPAC2 GEF exchange of Rap1B-BODIPY-GDP, fluorescence | AID 720708, 2013 | Potency, µM (series often up to 114 µM), without a hit: top-dose activity, negative = inhibition, most hits filed as inhibitors | hit rate 0.18% among 360,000 | Rap guanine nucleotide exchange factor 4 (Homo sapiens), Q8WZA2; also: potency is read from the fitted curve at half-maximal effect; % is scaled to controls: 0 for no effect and ±100 for the full control effect; nearly all actives have a fitted effect of over 45% in size; many of its hits are not listed in these tables
# DRD3 agonist = qHTS of D3 Dopamine Receptor Agonist: qHTS. AID 652048, 2013. D(3) dopamine receptor (Homo sapiens), P35462. hit rate 0.58% among 410,000. max activation, %. D3R DiscoveRx beta-arrestin cells, luminescence, 90 min; in the data active = max activation above about 30%; also: 0% is about no effect; mostly tested at two doses, the higher about 12 µM
#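 Cells at 1500/well, incubated overnight, then treated with pinned compounds (dopamine as control) for 90 min at 37 degrees C. DiscoveRx reagent added for 30 - 60 minutes at room temperature; luminescence read.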
# Akt phos inh = HTS Assay for Inhibitors of Akt Phophorylation: Primary Screen. Neuro2A IGF-stimulated pAkt S473 HTRF, 20 min; stronger effect = lower value. activity change, % for hits at 50 µM. hit rate 0.32% among 360,000. AID 651550, 2012; in the data active = activity change below about -80%; inconclusive = mostly about -51% to -80%; also: % is scaled to controls: 0 for no effect and ±100 for the full control effect
#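 Neuro2A cells in DMEM with 0.5% FBS, overnight at 37 deg C, given compound at single 50 µM final, then IGF (6 nM final) for 20 min at 37 deg C. Lysed; phospho-Akt Ser473 by HTRF after 24 h, 665/615 ratio.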
# Mm-Cpn inhibitor = Inhibitors of TCP-1 ring complex (TRiC) of Methanococcus maripaludis (MmCpn): qHTS | Potency, µM (doses to about 76.9 µM), for the others: at the highest dose activity, negative = inhibition, usual class: inhibitors | Chaperonin Mm-Cpn (Methanococcus maripaludis) | AID 504842, 2011 | purified Mm-Cpn ATPase, ADP Transcreener TR-FRET | hit rate 0.031% among 330,000; also: potency is read from the fitted curve at half-maximal effect; % is scaled to controls: 0 for no effect and ±100 for the full control effect; nearly all actives have a fitted effect of over 80% in size
#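 ATPase read-out: TR-FRET ADP immunoassay (anti-ADP Eu cryptate vs ADP-d2), ex 320 nm, em 590/665 nm; signal drops as ADP forms. Enzyme 25 nM, ATP 10 uM, 30 min at 37°C after 10 min compound preincubation.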
# Starred values were filed as active, the others as inactive; i = inactive; ? = inconclusive; nt = not tested or not shown; [ ] = another dose, or the depositor's remark. Unless noted, calls follow the shape of the dose curve; as a rule, active = well fitted curve in the direction sought with a large enough effect; inconclusive = small, poorly fitted or top-dose-only effect, or another doubt; inactive = no such curve, though single readings can be large; an effect the other way counts as inactive or inconclusive.
# Order of values: EPAC2 agonist, CCT chaperon mod, D3 antag, PTHR1 ag, EPAC2 antagonist, DRD3 agonist, Akt phos inh, Mm-Cpn inhibitor
NNC(=O)c1nc[nH]c1C(=O)Nc1ccccn1
  1%, -1.0, -6, 0%, -13%, -5, i, 3%
CNC(=O)N(O)C1N(c2ccccc2)C(=S)SC1(C)C (stereo not drawn)
  8%, -1.1, -8, -15%, 2%, -2, i, 0%
Cc1ccc(CNC(=O)COc2ccc(S(=O)(=O)N3CCCC3)cc2)cc1
  1%, 0.9, -5, i, 2%, -2, i, 3%
CS(=O)(=O)N1CCN(c2nnc(-c3ccccc3)c3ccccc23)CC1
  7%, 0.7, 15, -25%, 20%, 1, i, 0%
COc1ccccc1/C=C/CN1CCC(n2nccc2NC(=O)CCc2ccccc2)CC1
  11%, -0.5, ?, -53%[inhibitor], -6%, -4, i, 0%
CC(=O)c1c(OC(=O)c2ccc(C)cc2)c2ccccc2n1C
  14%, -2.7, 10, i, -4%, -2, i, -2%
CCC1(CC)Cc2ccccc2-c2nc(NCCCO)[nH]c(=O)c21
  -1%, -1.4, 4, -8%, 3%, -2, i, -4%
Cc1ncc([N+](=O)[O-])n1CC(=O)NC(C)(C)C
  9%, 1.2, -20, -17%, 7%, 4, i, 3%
Cc1cccc2cc(CN(CCCO)C(=O)Nc3cccc(Cl)c3)c(=O)[nH]c12
  6%, -0.4, 5, -24%[57.5 µM], -3%, 7, i, -3%
CC(C)CN(C(=O)C(c1ccccc1)c1ccccc1)c1c(N)n(CC(C)C)c(=O)[nH]c1=O
  0%, -2.8, 1, i, 5%, 5, i, 0%
N/C(=N\OC(=O)C1CCCCC1)c1ccc(Cl)cc1
  0%, 0.2, 2, i, 3%, 2, i, 3%
CCc1nnc(NC(=O)CN2CCN(c3ccccc3OC)CC2)s1
  5%, 1.7, -20, -17%[57.5 µM], 5%, -22, i, -1%
O=S(=O)(NCCNc1ncc(C(F)(F)F)cc1Cl)C(F)(F)F
  -4%, -2.3, 16, -31%[inhibitor], ?, 10, i, 1%
CN(C(=O)CSc1nnc(-c2cccs2)n1N)c1ccccc1
  12%, -2.1, -27, i, 5%, -4, i, -3%
CCOc1ccccc1/C=N/NC(=O)C[n+]1ccccc1
  2%, -0.7, 9, i, 17%, -2, i, 1%
Cc1ccc(C(=O)NCC(=O)N2CCC3(CC2)NCCc2[nH]cnc23)cc1C
  -1%, -1.3, 26, 17%, 2%, 6, i, 0%
CCc1cc2c(SCC(=O)c3ccc(C)cc3)ncnc2s1
  12%, -2.1, 11, -3%[57.5 µM], -6%, 1, ?, -1%
O=C(NCCc1ccco1)C(=O)NCC1OCCCN1S(=O)(=O)c1ccccc1 (stereo not drawn)
  7%, -2.0, -13, -3%, -6%, -2, i, 1%
CCNC(=O)N1C[C@H]2CON(C)[C@H]2C[C@H]1c1ccccc1Br
  -1%, -0.7, -9, -24%, -5%, 1, i, nt
CCOC(=O)C1=C(C)Nc2ccc(C)cc2S1
  -2%, -0.7, ?, -2%[57.5 µM], 9%, 0, i, 2%
O=S1(=O)CCN(C(CCO)c2cccc(C(F)(F)F)c2)CC1 (stereo not drawn)
  8%, -2.5, -8, i, -2%, -2, i, -15%
Cc1ccc(NC(=O)c2cc(-c3ccco3)on2)cc1
  5%, -1.8, -9, i, 4%, -22, i, -6%
CCOC(=O)c1c(C2CC2)csc1NC(=O)COC(=O)c1cc(OC)c(OC)cc1[N+](=O)[O-]
  5%, -4.1, 31, i, -30%[57.1 µM], 4, i, 1%
OC(CCCN1CCC(O)(c2ccc(Cl)cc2)CC1)c1ccc(F)cc1 (stereo not drawn)
  9%, -1.3, -114*, i, -7%, -95, i, 5%
S=C(Nc1ccccc1Cl)N1CCCC1
  10%, 1.8, 12, i, 4%[57.1 µM], 0, i, 1%
CCC(C(=O)NC(C)CCc1ccccc1)n1nc(C)n2c(cc3occc32)c1=O (stereo not drawn)
  13%, -7.6, 29, -10%[57.5 µM], 8%, 8, i, 2%
COC(=O)C(C)n1cnc2c(nnn2-c2ccccc2)c1=O (stereo not drawn)
  3%, -4.2, 0, i, 0%, -1, i, -1%
O=[N+]([O-])c1ccc2nc[nH]c2c1
  2%, 1.0, 5, 23%, -1%, -1, i, nt
CCOC(=O)C1=C(c2ccccc2)NC(=S)NC1c1ccc(C)c([N+](=O)[O-])c1 (stereo not drawn)
  15%, -2.5, 18, -1%, -3%, -7, i, 0%
COc1ccccc1OCCOCCOc1ccc(C)cc1Br
  8%, -0.8, 3, -4%, 4%, -2, i, -4%
CCOc1ccc(OCc2cccc(C(=O)N/N=C/c3cccnc3)c2)cc1
  -4%, -1.3, 22, -8%, 16%, 4, i, 0%
CCN(c1ccccc1)S(=O)(=O)c1ccc(Oc2ccccc2C(C)=O)nc1
  4%, -0.8, 2, i, -12%, 7, i, -7%
Cc1c(CCC(=O)N2CCC(C(=O)NCCCCCC(=O)O)CC2)c(=O)oc2cc3oc4c(c3cc12)CCCC4
  -2%, -0.2, 16, -15%, -17%, 10, i, 2%
O=C(NC1CCS(=O)(=O)C1)OC1CCCCC1 (stereo not drawn)
  15%, -3.5, -2, -3%[57.5 µM], -2%, 7, i, -2%
CC(NC1CCCCC1)C(=O)NN=C(c1ccccc1)c1ccccc1 (stereo not drawn)
  -4%, -0.7, 10, -3%, -12%, -13, i, -1%
CC(C)NC(=O)C(=O)NNC(=O)C12CC3CC(CC(C3)C1)C2
  7%, -2.1, 6, -4%, 5%, 4, i, 5%
CCOc1ccccc1CN1CCN(Cc2ccc(C)o2)CC1CCO (stereo not drawn)
  3%, 0.7, -9, i, 4%, -3, i, 2%
O=C(CSc1nnc2ccccn12)Nc1ncc(Cl)cc1Cl
  4%, 0.6, -12, -15%, 8%, 18, i, -3%
CC(=O)N1CCc2cc(S(=O)(=O)NC(Cc3ccccc3)C(=O)NC3CCCCCC3)ccc21 (stereo not drawn)
  6%, 1.2, 1, i, 1%, 11, i, -3%
Cc1cc2cc(C)c3nnc(SCC(=O)NCc4ccco4)n3c2cc1C
  12%, 0.9, -3, -10%[57.5 µM], -5%, -1, i, 0%
CCC(CO)Oc1cc(NC(=O)c2ccccc2Cl)c2ncn(C(C)C)c2c1 (stereo not drawn)
  3%, 0.9, 9, -63%, 3%, 1, i, 1%
Cc1ccccc1-c1nc2ccc(Cl)cc2c(=O)n1O
  2%, -0.7, -1, -15%, -2%, -9, i, 2%
O=C1NC(=S)S/C1=C\c1cc2ccccc2nc1N1CCCCC1
  -44%[inhibitor], 0.0, 23, -54%[inhibitor], ?, 9, i, 0%
O=C(CSCc1ccc(Br)cc1)Nc1ccccc1C(=O)N1CCOCC1
  -1%, -0.8, -5, -25%, 6%, 2, i, nt
CCCCCC/C(C)=C1/SC(=S)NC1=O
  4%, -2.4, -16, -27%, -22%, -8, i, 0%
Cn1c2ccccc2c2nnc(NN)nc21
  1%, -3.0, -10, 1%, 8%, -1, i, 2%
CC(C)(C)c1ccc(OCCCC(=O)NC2=NCCS2)cc1
  -4%, 0.6, -8, -12%[57.5 µM], -7%, 3, i, -3%
COCCN1C[C@@H](CO)O[C@@H](n2cnc3c(N4CCCC4)ncnc32)C1
  14%, 0.5, 46, -15%, -3%, 87*, i, nt
COc1ccc(C)cc1NC(=O)CN1CCN(S(=O)(=O)c2ccc(F)cc2)CC1
  -7%, -4.1, 1, -18%, -4%, -6, i, -3%
CC(/C=N/NC(=O)c1cc(C2CC2)[nH]n1)=C\c1ccccc1
  4%, -14, -6, -10%, 7%, -2, i, 0%
C#CCOCCOCCOCCNc1nc(N2CCN(C(=O)C([C@@H](C)CC)n3cc(C(N)CC(C)C)nn3)CC2)nc(N2CCN(C(=O)[C@H](CCC(=O)O)n3cc(C(N)CC(C)C)nn3)CC2)n1 (stereo partly drawn)
  2%, -1.8, 0, -18%, 10%, -17, i, nt
O=C(c1cccnc1)N1CCCC(Nc2ccc(F)cc2)C1 (stereo not drawn)
  -1%, -2.5, -7, -7%, -2%, -4, i, -1%
O=c1[nH]c(=O)n(CCCc2ccccc2)cc1-c1ccccc1
  1%, 0.8, 10, i, 10%, 3, i, nt
CCCn1nnc(NC(=O)c2cccnc2Cl)n1
  13%, -2.6, ?, -6%[57.5 µM], -3%, -4, i, -1%
O=C(COc1ccccc1)NCC(=O)Nc1ccc(S(=O)(=O)NCc2ccco2)cc1
  -36%[inhibitor], -2.9, -15, -9%[57.5 µM], -7%, -6, i, 0%
CCCS(=O)(=O)c1c(S(=O)(=O)CCC)c2cnccn2c1C(=O)c1ccc(OC)cc1
  7%, -1.7, 3, -14%, -3%, 1, i, 0%
COCCNc1nc(Cl)c(C#N)s1
  4%, -2.5, 0, i, 1%, -1, i, 3%
OC1(C#CCN2CCCC2)CCCCC1
  1%, 0.5, 9, i, 4%, -1, i, 0%
CCN(CC)C(=O)Oc1ccc(NC(C)=O)cc1
  5%, -4.0, 6, -6%[57.5 µM], -4%, -2, i, -2%
Cc1ccccc1CSc1nnc(NC(=O)C2COc3ccccc3O2)s1 (stereo not drawn)
  10%, -0.8, -28, -17%[57.5 µM], 1%, 6, i, -3%
O=C(c1nc2ccc(Cl)cn2c1CNCCc1cnccn1)N1CCCCCCC1
  3%, 1.9, 1, -14%, 13%, -15, i, -1%
CCN1C(=O)CC(N2CCC(C(=O)N3CCOCC3)CC2)C1=O (stereo not drawn)
  -14%, -5.1, -21, i, 7%, 10, i, 1%

# A portion of the library, so the mix of outcomes need not match the whole.
